All columns: NCI-60 one-dose screen, growth in % after 48 h at 10 µM unless noted; 100 = growth as untreated, 0 = no growth, -100 = all killed.
RXF 393: RXF 393 renal cancer cells; hit rate 6.9% among 77,000; AID 1794773
NCI-H460: NCI-H460 lung cancer; hit rate 6.8% among 82,000; AID 1794736
ACHN: ACHN renal cancer | hit rate 4.9% among 81,000
786-0: 786-0 renal cancer cells; hit rate 5.1% among 81,000
UO-31: UO-31 renal cancer. hit rate 5.2% among 81,000
NCI-H522: NCI-H522 lung cancer; hit rate 8% among 78,000
NCI-H322M: NCI-H322M lung cancer; hit rate 2.7% among 80,000; AID 1794733
CAKI-1: CAKI-1 renal cancer. hit rate 4.7% among 75,000
TK-10: TK-10 renal cancer cells; hit rate 3.9% among 81,000
An asterisk follows results filed as active; . = no result given; & = joins results of further samples. Rule for the calls: active = growth percent below 10; inactive = the rest.

(1) N#CC1C(c2ccc(Cl)cc2)=Nc2c(c(-c3ccccc3)nn2-c2ccccc2)C12C(=O)Nc1ccc(Cl)cc12 (stereo not drawn)
(2) CCOC(=O)Cc1ccc(CCCCc2ccc(CC(=O)OCC)cc2)cc1
(3) O=C(/C=C/c1ccc2nc(-c3cc(F)cc(F)c3)sc2c1)c1cc(F)cc(F)c1
(4) O=c1c2oc3ncccc3c2ncn1-c1ccccc1
(5) CCOC(=O)c1nc2ccccc2[nH]c1=O
(6) CC/C(Cc1ccccc1)=C(/c1ccc(O)cc1)c1ccc(OCCN(CC)CC)cc1
assay / compound	1	2	3	4	5	6
RXF 393	28.3	109.8	103.4	110.1	103.3	94.8
NCI-H460	22.3	105.5	108.8	97.6	109.1	97.6
ACHN	36.6	102.7	101.8	84.4	103.9	101.3
786-0	42.9	102.3	104.8	94.0	107.1	92.7
UO-31	22.6	89.1	98.1	61.9	87.3	89.4
NCI-H522	55.9	95.4	115.6	82.6	86.1	86.7
NCI-H322M	79.2	.	107.4	94.6	103.8	89.2
CAKI-1	.	.	98.8	101.9	89.5	97.1
TK-10	47.8	99.6	117.1	135.9	97.7	103.2

(7) COc1ccc(-c2cc(-c3cccnc3)nc(SCC(=O)c3ccccc3)c2C#N)cc1OC
(8) CC(=O)CC(c1ccccc1)c1c(-c2ccccc2)n(C)c2ccccc12 (stereo not drawn)
(9) C=C(C)[C@@H]1CC[C@]2(C(=O)NC3CCCCC3)CC[C@]3(C)[C@H](CC[C@@H]4[C@@]5(C)C/C(=C/c6cccnc6)C(=O)C(C)(C)[C@@H]5CC[C@]43C)[C@@H]12
(10) N#Cc1c(NC(=O)c2ccco2)[n+]([O-])c2cc(F)c(F)cc2[n+]1[O-]
(11) CC/C(=C(\CC)c1ccc(OCCN(CC)CC)cc1)c1ccc(OCCN(CC)CC)cc1
(12) Cc1cc(C)nc(NS(=O)(=O)c2ccc(N/C(N)=N/c3nccc(-c4ccc(Cl)cc4)n3)cc2)n1
assay / compound	7	8	9	10	11	12
RXF 393	76.5	94.4	89.3	.	-4.3*	.
NCI-H460	93.3	101.8	84.6	106.3	31.8	138.4
ACHN	101.4	88.2	94.2	97.8	42.5	98.5
786-0	77.3	104.8	98.7	98.5	22.0	106.1
UO-31	49.4	82.3	81.4	.	24.4	76.7
NCI-H522	.	85.8	83.6	59.2	16.2	90.9
NCI-H322M	92.2	94.8	103.9	102.6	60.7	93.7
CAKI-1	85.3	73.8	70.8	66.7	.	86.8
TK-10	.	108.9	114.7	80.2	48.6	107.1

(13) O=C1[C@H]2Cc3c([nH]c4ccccc34)[C@@H](c3ccc(Cl)cc3)N2C(=O)CN1C1CCN(CC2CCCCC2)CC1
(14) O=C(Nc1cccc(-n2ccc3c(NC(=O)c4ccccc4)nccc32)c1)c1ccc(Cl)c(Cl)c1
(15) Nc1nc(Nc2ccccc2)n(Cc2cccc(Br)c2)n1
(16) COc1ccc(-c2no[n+]([O-])c2Nc2ccccc2Br)cc1
(17) COc1ccc(C2CC(c3cnccn3)=NN2C(N)=S)cc1OC (stereo not drawn)
(18) Fc1ccc(NCn2nc(-c3cnccn3)oc2=S)cc1
assay / compound	13	14	15	16	17	18
RXF 393	115.4	-92.7*	.	102.3	107.4	100.8
NCI-H460	86.5	-67.8*	126.4	101.0	101.5	94.8
ACHN	78.4	-75.9*	108.1	89.2	.	69.3
786-0	96.4	-93.0*	100.3	106.3	94.0	80.0
UO-31	56.0	-78.1*	77.5	69.6	81.6	91.0
NCI-H522	84.6	.	108.8	81.4	62.9	77.5
NCI-H322M	98.1	-61.6*	105.9	96.8	92.4	103.9
CAKI-1	45.3	-71.7*	92.1	86.0	.	95.8
TK-10	103.7	.	109.9	145.3	88.3	.

(19) COc1ccc(Nc2nc(NCCNc3ccnc4cc(Cl)ccc34)nc(N3CCOCC3)n2)cc1
(20) O=c1[nH]c(=O)[nH]c(=S)[nH]1
(21) CCOC(=O)c1cc(-c2ccc(Br)cc2)nc2ccccc12
(22) c1ccc2sc(SCCCCn3ccnc3)nc2c1
(23) CS(=O)(=O)c1ccc(-c2nc3ccccn3c2-c2nc3ccc([N+](=O)[O-])cc3[nH]2)cc1
(24) O=C(Nc1nc(-c2ccccc2)cs1)c1cc(-c2ccc(Br)cc2)nc2ccc(Cl)cc12
assay / compound	19	20	21	22	23	24
RXF 393	.	106.6	83.7	114.5	101.3	100.1
NCI-H460	37.2	104.8	100.8	97.9	101.4	95.4
ACHN	63.2	94.3	93.4	96.5	88.6	89.1
786-0	57.2	101.9	96.0	96.8	100.6	88.1
UO-31	45.3	89.2	82.3	88.1	77.7	70.6
NCI-H522	.	94.6	100.7	49.9	92.4	87.5
NCI-H322M	74.5	95.6	105.8	96.8	92.0	90.5
CAKI-1	80.2	94.9	75.3	98.0	86.2	91.0
TK-10	102.6	95.8	79.2	74.2	.	112.8

(25) O=S(=O)(NC1C2c3ccccc3C(c3ccccc32)C1O)c1ccc(Cl)cc1Cl (stereo not drawn)
(26) CN1CCN(c2ccc(/C=N/Nc3nc4ccccc4c(=O)n3-c3ccccc3)cc2)CC1
(27) N#CCCN1C/C(=C/c2ccccc2)C(=O)/C(=C/c2ccccc2)C1
(28) O=C(NCc1ccc(Cl)cc1)c1[nH]c2ccccc2c1Cl
(29) CCCNCCC(=O)Nc1ccc(Cl)cc1C
(30) CCCCCCCCn1ccc2cc(NC(=O)CN3CCN(c4nc(C)cc(Cl)n4)CC3)ccc21
assay / compound	25	26	27	28	29	30
RXF 393	98.3	.	50.3	104.0	110.7	102.9
NCI-H460	81.2	109.0	71.0	99.8	103.8	100.0
ACHN	97.1	107.9	8.9*	104.7	.	98.1
786-0	97.6	91.6	34.1	106.8	91.4	97.7
UO-31	54.4	95.5	51.6	80.6	87.4	58.9
NCI-H522	80.5	93.0	-51.6*	103.3	65.9	81.5
NCI-H322M	81.6	103.4	86.0	113.2	91.4	87.8
CAKI-1	72.7	.	19.1	91.6	.	87.2
TK-10	99.0	91.3	95.6	163.4	79.6	108.2

(31) COc1ccc(-c2c[nH]c(C(=O)O)c2-c2cc(OC)c(OC)c(OC)c2)cc1
(32) COc1cccc(Cn2cc(C(=O)Nc3cccnc3Nc3ccccc3)nn2)c1
(33) Cc1cccc(C)c1NCc1nnc(-c2ccc(O)cc2)o1
(34) CN(C)c1ccc(/C=C(\CC(=O)c2ccc(Cl)c(Cl)c2)C(=O)NCc2ccccc2)cc1
(35) CC(=O)OCCSC#N
(36) CCCCC1COc2cccc3c2N1C=C/C3=C\C(=O)N(C)c1cccc(Br)c1 (stereo not drawn)
assay / compound	31	32	33	34	35	36
RXF 393	-3.9*	107.2	108.1	90.4	91.5	121.3
NCI-H460	14.4	112.7	96.9	106.6	103.6	111.1
ACHN	38.4	107.1	98.6	96.1	96.7	99.3
786-0	31.3	90.2	101.6	104.8	87.9	91.8
UO-31	31.9	70.7	85.5	67.2	82.6	84.0
NCI-H522	28.1	97.7	97.1	85.8	95.2	92.1
NCI-H322M	47.9	100.4	98.9	98.2	105.0	94.3
CAKI-1	29.8	96.8	.	93.9	102.8	96.7
TK-10	63.3	104.5	104.4	121.1	100.7	109.6

(37) O=C(O)c1cc(C(F)(F)F)cc(C(F)(F)F)c1
(38) CC1=NN(c2cccc(Cl)c2)C(=O)/C1=C\c1cn(CC(O)Cn2cc(/C=C3\C(=O)N(c4cccc(Cl)c4)N=C3C)c3ccccc32)c2ccccc12
(39) C/C(=C/c1cc(Cl)ccc1O)c1ccc2cc(Cl)ccc2[o+]1
(40) CN(C)c1ccc(/C=C2/SC(=O)N(c3nc(N4CCCC4)nc(N4CCCC4)n3)C2=O)cc1
(41) Cc1[nH]cnc1/C=C1\SC(N2CCCCC2)=NC1=O
(42) Cc1cccc(NC(=O)CSc2nc3ccc([N+](=O)[O-])cc3[nH]2)c1
assay / compound	37	38	39	40	41	42
RXF 393	105.5	115.6	.	108.6	96.3	89.0
NCI-H460	107.4	110.8	107.1	100.4	109.0	84.7
ACHN	104.8	107.4	100.7	103.3	106.0	82.5
786-0	93.7	109.6	104.3	82.9	94.7	84.8
UO-31	77.8	86.4	82.8	69.9	83.0	54.2
NCI-H522	102.5	97.6	100.5	83.7	.	61.0
NCI-H322M	102.2	99.1	103.9	98.8	123.5	97.2
CAKI-1	99.6	98.8	.	90.5	111.7	61.4
TK-10	135.1	118.2	141.0	103.3	108.6	97.3

An excerpt of these results, bar-delimited.
nr | Compound | RXF 393 | NCI-H460 | ACHN | 786-0 | UO-31 | NCI-H522 | NCI-H322M | CAKI-1 | TK-10
38 | CC1=NN(c2cccc(Cl)c2)C(=O)/C1=C\c1cn(CC(O)Cn2cc(/C=C3\C(=O)N(c4cccc(Cl)c4)N=C3C)c3ccccc32)c2ccccc12 | 115.6 | 110.8 | 107.4 | 109.6 | 86.4 | 97.6 | 99.1 | 98.8 | 118.2
39 | C/C(=C/c1cc(Cl)ccc1O)c1ccc2cc(Cl)ccc2[o+]1 | . | 107.1 | 100.7 | 104.3 | 82.8 | 100.5 | 103.9 | . | 141.0
40 | CN(C)c1ccc(/C=C2/SC(=O)N(c3nc(N4CCCC4)nc(N4CCCC4)n3)C2=O)cc1 | 108.6 | 100.4 | 103.3 | 82.9 | 69.9 | 83.7 | 98.8 | 90.5 | 103.3
41 | Cc1[nH]cnc1/C=C1\SC(N2CCCCC2)=NC1=O | 96.3 | 109.0 | 106.0 | 94.7 | 83.0 | . | 123.5 | 111.7 | 108.6
42 | Cc1cccc(NC(=O)CSc2nc3ccc([N+](=O)[O-])cc3[nH]2)c1 | 89.0 | 84.7 | 82.5 | 84.8 | 54.2 | 61.0 | 97.2 | 61.4 | 97.3

New compounds follow.
(43) O=S(=O)(Cc1ccccc1)NC1CCCCC1
(44) O=Nc1c(-c2cccc([N+](=O)[O-])c2)nc2ncccn12
(45) COc1ccc2c(c1)c(-c1nc(N)nnc1-c1cncc(Br)c1)cn2C
(46) COc1cc2ccnc(C=O)c2cc1OC
(47) Cc1cc(C)c(S(=O)(=O)/N=c2/n(-c3ccccc3)nc3n2CCN3C2=NCCN2)c(C)c1
(48) Nc1c(-c2nc3ccccc3[nH]2)nnn1-c1cccc(F)c1
assay / compound	43	44	45	46	47	48
RXF 393	116.8	-3.8*	73.6	67.6	54.9	107.9
NCI-H460	107.5	101.1	97.5	107.2	71.8	102.3
ACHN	101.1	29.1	82.9	51.2	90.0	100.5
786-0	90.0	93.9	70.5	99.9	89.1	100.4
UO-31	85.2	-3.0*	58.1	13.8	61.2	103.2
NCI-H522	91.1	67.1	79.7	68.4	103.3	75.7
NCI-H322M	96.3	119.8	86.3	87.5	87.1	93.8
CAKI-1	100.2	.	68.3	47.5	74.4	96.6
TK-10	98.4	85.0	96.7	50.4	92.5	102.3

(49) CC(C)CCN(CCC(C)C)CC(O)c1cc(-c2ccc(C(F)(F)F)cc2)nc(-c2ccc(C(F)(F)F)cc2)c1 (stereo not drawn)
(50) Brc1ccc(Oc2ccc(Br)cc2)cc1
(51) COc1ccc(/C(C)=N/NS(=O)(=O)c2ccc(C)cc2)cc1OC
(52) Cc1ccc(/C=C/C2=NN(C(N)=O)C(c3ccc(C)s3)C2)s1 (stereo not drawn)
(53) COc1ccc(/C=C/c2nc(Nc3ccc(O)cc3)c3ccccc3n2)cc1
(54) Cc1ccc(S(=O)(=O)C/C(=N\Nc2ccccc2)c2cc3cc(Br)ccc3oc2=O)cc1
(55) CCCCCC1=NCCN1CCO
(56) CC(=O)NC(NC(C)=O)c1ccccc1
assay / compound	49	50	51	52	53	54	55	56
RXF 393	86.4	102.8&98.6	114.9	101.2	77.8	94.1	108.0	106.9
NCI-H460	95.7	105.4&108.9	97.8	99.3	93.0	82.8	102.6	107.1
ACHN	61.0	108.9&101.6	103.2	104.3	71.6	96.4	112.0	110.6
786-0	95.3	97.4&95.3	101.8	94.7	72.1	92.6	108.9	100.7
UO-31	65.8	93.3&86.2	103.3	80.9	65.1	80.5	97.7	95.2
NCI-H522	92.6	101.7&112.3	117.2	73.2	15.3	81.8	114.8	83.6
NCI-H322M	94.1	103.5&99.2	119.8	97.0	91.6	89.4	114.2	102.7
CAKI-1	82.3	97.7&98.6	90.4	93.5	77.9	62.3	106.8	100.5
TK-10	109.7	105.3&107.2	103.8	99.8	113.1	100.0	121.2	97.2

Reformatted as labelled records: 2 of the compounds above
37) O=C(O)c1cc(C(F)(F)F)cc(C(F)(F)F)c1
  RXF 393 = 105.5
  NCI-H460 = 107.4
  ACHN = 104.8
  786-0 = 93.7
  UO-31 = 77.8
  NCI-H522 = 102.5
  NCI-H322M = 102.2
  CAKI-1 = 99.6
  TK-10 = 135.1
38) CC1=NN(c2cccc(Cl)c2)C(=O)/C1=C\c1cn(CC(O)Cn2cc(/C=C3\C(=O)N(c4cccc(Cl)c4)N=C3C)c3ccccc32)c2ccccc12
  RXF 393 = 115.6
  NCI-H460 = 110.8
  ACHN = 107.4
  786-0 = 109.6
  UO-31 = 86.4
  NCI-H522 = 97.6
  NCI-H322M = 99.1
  CAKI-1 = 98.8
  TK-10 = 118.2

High-throughput results (PubChem)
